TAAR1 antag = human TAAR1 antagonism | Q96RJ0 | CHO RD-HGA16 TAAR1, Fluo-8 calcium fluorescence, antagonist | inhibition, % at 3 µM | 360,000 tested, 1.5% active;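 active means inhibition above a per-plate cutoff, the mean inhibition of test compounds on that plate plus 3 SD, cut at about 49% in these data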;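 further: 0% = DMSO plus EC80 beta-PEA response and 100% = DMSO alone without agonist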
Target sequence (Q96RJ0 whole entry, looked up): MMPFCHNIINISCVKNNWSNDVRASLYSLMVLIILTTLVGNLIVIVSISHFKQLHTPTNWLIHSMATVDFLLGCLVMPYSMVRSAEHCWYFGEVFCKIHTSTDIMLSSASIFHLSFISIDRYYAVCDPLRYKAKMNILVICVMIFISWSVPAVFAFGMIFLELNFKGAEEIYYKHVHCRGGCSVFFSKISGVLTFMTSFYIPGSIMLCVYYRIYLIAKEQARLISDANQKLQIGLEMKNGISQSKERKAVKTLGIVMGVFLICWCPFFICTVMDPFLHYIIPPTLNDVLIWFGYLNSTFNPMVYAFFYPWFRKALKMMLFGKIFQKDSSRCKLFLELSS
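test system = CHO RD-HGA16 cells bearing hTAAR1 | replication = singlicate | controls = DMSO-only wells and EC80 β-PEA-stimulated wells | reagent = EC80 β-phenethylamine stimulus | read-out basis = percent inhibition of PEA-evoked calcium signal, max/basal emission ratio | schedule = seeding 17-24 h prior, 75-min 37 °C, 30-min RT dye loading | signal = kinetic Fluo-8 calcium fluorescence measurement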
M1 ag parental = nonselective activator or artifact in parental CHO-K1 cells; Fluo-8 calcium fluorescence; scaled to maximal ATP response, vehicle zero; activation, % at 3 µM; 360,000 tested, 0.48% active; AID 602248; in the data active means activation above about 15%;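 further: untransfected CHO-K1 host cells lacking M1 receptor as counterscreen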
V1R ag counter = counter-screen for oxytocin receptor agonists: human V1a receptor agonists | P37288 | CHO-V1R cells, Fluo-8 calcium fluorescence, agonist mode; 0% DMSO, 100% 3 nM vasopressin | activation, % at 3 µM | 320,000 tested, 0.25% active | AID 2797;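 active means activation above the mean activation of all tested compounds plus 3 SD, per screening run, cut at about 20% in these data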;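 further: signal is peak over basal fluorescence ratio across a 100 second FLIPR read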
Target sequence (P37288 whole entry, looked up): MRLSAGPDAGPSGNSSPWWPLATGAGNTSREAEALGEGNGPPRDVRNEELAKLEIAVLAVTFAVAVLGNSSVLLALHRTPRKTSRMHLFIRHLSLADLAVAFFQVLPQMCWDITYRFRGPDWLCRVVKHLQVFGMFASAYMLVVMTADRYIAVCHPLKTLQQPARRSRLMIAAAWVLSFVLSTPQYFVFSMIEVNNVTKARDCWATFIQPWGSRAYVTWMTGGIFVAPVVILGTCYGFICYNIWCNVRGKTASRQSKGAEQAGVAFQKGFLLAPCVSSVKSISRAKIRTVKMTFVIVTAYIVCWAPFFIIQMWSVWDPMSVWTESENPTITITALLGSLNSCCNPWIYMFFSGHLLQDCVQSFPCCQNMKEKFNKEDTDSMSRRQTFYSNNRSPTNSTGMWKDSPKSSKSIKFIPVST
TAAR1 ag = agonists of human TAAR1; activation, % at 3 µM; Q96RJ0; CHO RD-HGA16 TAAR1, Fluo-8 calcium fluorescence; vehicle wells 0%, saturating PEA agonist 100%; 360,000 tested, 0.99% active; AID 624467;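 active means activation above the mean activation of all test compounds in the run plus 3 SD, cut at about 38% in these data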
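test system = CHO RD-HGA16 cells carrying human TAAR1 plus Gα16 | schedule = 17-24 h seeding, 75 min 37 °C dye, 30 min RT | compound dosing = 3 µM single concentration | control set = DMSO and PEA EC100 | replicates = n 1 | signal = Fluo-8 fluorescence, 5 s baseline then 140 s kinetic read | measure = percent activation vs PEA EC100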
CHO parental Ca = signal in parental CHO cells, OX1R antagonist counter-screen | parental CHO-K1, ATP-induced calcium, Fluo-8 fluorescence | inhibition, % at 5.6 µM | 330,000 tested, 0.63% active;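 active means inhibition above that plate's mean sample inhibition plus 3 SD, cut at about 26% in these data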;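 further: 0% = ATP-challenged DMSO wells and 100% = DMSO wells without ATP; some compounds past the cut are filed as inactive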
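Assay system – parental CHO cells · Reagent – ATP stimulus · Detection – intracellular calcium via Fluo-8 no-wash fluorescent dye · Evaluation – percent inhibition of ATP-evoked calcium rise, normalized to controls · Controls – ATP wells versus no-ATP DMSO wells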
CHO-K1 Ca antag = counter-screen for M1 antagonists: effect in parental CHO-K1 cells. ATP-induced calcium, Fluo-8 fluorescence. inhibition, % at 3 µM. 360,000 tested, 0.6% active. AID 602250;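 active means inhibition above a per-plate cutoff, the plate's mean sample inhibition plus 3 SD, cut at about 24% in these data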;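 further: 0% = DMSO plus EC80 ATP and 100% = DMSO alone without ATP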
CHO-K1 Ca PAM = nonselective activator or artifact in parental CHO-K1 calcium assay; ATP EC20, Fluo-8 calcium fluorescence; 0% at ATP EC20, 100% at ATP max; activation, % at 3 µM; 360,000 tested, 0.02% active; AID 602247;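 active means activation above the run cutoff, the mean activation of all test compounds plus 3 SD, cut at about 40% in these data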;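 further: peak over basal fluorescence ratio in a 140 s read after ATP addition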
OXTR potentiator = human OXTR potentiation. P30559. CHO-OTR cells, Fluo-8 calcium fluorescence, potentiator mode; 0% = oxytocin EC15, 100% = EC100. activation, % at 3 µM. 320,000 tested, 0.061% active. AID 2445;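 active means activation above that plate's cutoff, the mean activation of tested compounds plus 3 SD, cut at about 6.6% in these data, passing the limit was not always enough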;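 further: 100% uses oxytocin at 75 nM as the full agonist control; some results filed as inactive read as strong as hits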
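Material: CHO-OTR cells, human receptor; compound dosing: single dose, 3.0 µM nominal final compound concentration; schedule: 6 min compound pre-incubation at room temperature, 100 s kinetic read; measured by: kinetic Fluo-8 calcium fluorescence; read-out basis: % activation vs EC15 and EC100 oxytocin; controls: EC15 oxytocin alone as 0%, 75 nM oxytocin as 100%; replicates: singlicate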
M1 ag = human M1 muscarinic receptor agonism. CHO-K1 hM1, Fluo-8 calcium fluorescence, agonist mode; 0% DMSO, 100% acetylcholine EC100. activation, % at 3 µM. AID 588814. 360,000 tested, 0.33% active;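 active means activation above the run's mean compound activation plus 3 SD, cut at about 16% in these data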;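 further: peak over basal fluorescence ratio within a 140 s kinetic read after compound addition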
* = called active by the depositor; / = no result given. Rows were taken by chance; about 3.3% have a hit in one of these screens.

#	molecule	TAAR1 antag	M1 ag parental	V1R ag counter	TAAR1 ag	CHO parental Ca
1	Cn1ncc(N=Cc2ccccc2O)c1C(=O)Nc1ccccc1	2	0.3	0.1	0	-9
2	CCOC(=O)CNC(=O)CSc1nnc(-c2cccc(C)c2)n1-c1ccc(OC)cc1	7	0.8	-0.4	12	-14
3	O=C(CCN1C(=O)c2ccccc2C1=O)C1=NN[C@@H]2C(=O)N(c3cccc(F)c3)C(=O)[C@H]12	-5	1.1	-0.2	3	-26
4	COc1ccc(C(CNC(=O)CSc2ccccc2F)N2CCOCC2)cc1 (configuration not stated)	-25	-0.3	0.0	4	-14
5	COc1cc(C)c(S(=O)(=O)n2nnc3ccccc32)cc1C	8	1.3	-0.3	4	-4
6	Cc1ccc(NC(=O)Nc2ncccc2C)cc1	3	0.5	-0.6	0	-14
7	COC(=O)CCC(=O)NNC(=O)CCC(=O)Nc1cccc(Cl)c1C	-5	0.0	0.4	3	-5
8	CC(=O)N/C(=C\c1ccccc1)C(=O)OC/C=C/c1ccccc1	-11	1.1	1.5	0	-20

#	CHO-K1 Ca antag	CHO-K1 Ca PAM	OXTR potentiator	M1 ag
1	-3	8	0	0
2	-4	23	-5	-2
3	-8	20	-6	-6
4	7	-28	-5	0
5	-14	16	-3	-2
6	-10	11	-9	-1
7	3	7	-11	-6
8	-10	-1	-10	-1

Additional structures
#	molecule	TAAR1 antag	M1 ag parental	V1R ag counter	TAAR1 ag	CHO parental Ca
9	O=C(COc1ccc(-c2ccccc2)cc1)N1CCN(S(=O)(=O)Cc2ccccc2)CC1	-14	0.6	3.9	11	3
10	CCCc1cc(=O)[nH]c(SCC(=O)Nc2ccc(Cl)c(S(=O)(=O)N3CCOCC3)c2)n1	-25	0.5	-0.4	0	-8
11	COc1cccc(C2=NN(C(=O)c3ccco3)C(c3ccco3)C2)c1 (configuration not stated)	-50	-0.6	0.1	0	-23
12	COc1ccc(Oc2c(O)c3ccccc3n(C)c2=O)cc1	-18	-0.1	-0.2	3	1
13	O=C(COC(=O)C1CCC1)Nc1cc(S(=O)(=O)N2CCOCC2)ccc1Cl	13	1.2	/	0	/
14	CC1(C(=O)Nc2ccc(F)c(Cl)c2)Cc2c(-c3ccc(C(N)=O)cc3)ccnc2O1 (configuration not stated)	3	2.0	/	14	/
15	COc1ccc(-c2[nH]ncc2CN2CCN(c3ccc(F)cc3)CC2)cc1	-12	1.4	3.6	5	-5
16	O=C(c1cccc(F)c1)N1CCN(c2cc(N3CCCCC3)c(F)cc2[N+](=O)[O-])CC1	8	0.5	-0.8	-1	-39

#	CHO-K1 Ca antag	CHO-K1 Ca PAM	OXTR potentiator	M1 ag
9	22	2	-2	0
10	4	14	-6	-4
11	-17	17	5	-4
12	-10	-6	0	-1
13	9	14	/	-1
14	-3	-2	/	4
15	-5	5	-6	2
16	-25	16	-8	-6

Next part
#	molecule	TAAR1 antag	M1 ag parental	V1R ag counter	TAAR1 ag	CHO parental Ca
17	COC(=O)[C@H](CCSC)NC(=O)NCCC1=CCCCC1	7	1.0	-0.6	4	-11
18	COc1ccc(N=C2SC(C(=O)N3CCN(c4ccc([N+](=O)[O-])cc4)CC3)CC(=O)N2C)cc1 (configuration not stated)	2	0.5	0.9	3	-6
19	COc1ccc2[nH]c3c(c2c1)CCN1C(=O)C(CC(=O)NCC24CC5CC(CC(C5)C2)C4)C[C@H](C(=O)N2CCOCC2)[C@@]31C (some centres not stated)	-20	-0.4	/	-2	-36
20	CCOc1ccc(N(C)S(=O)(=O)c2ccc(-c3ccc(=O)[nH]n3)s2)cc1	6	3.4	1.8	3	17
21	COCCn1nnnc1C(C(C)C)N1CCCC(C)C1 (configuration not stated)	2	-0.7	0.2	3	-9
22	CN1CCN(CC(=O)Nc2ccc(OC(F)(F)F)cc2)CC1	-8	0.0	1.7	2	8
23	CC(=O)c1cn(CC(=O)NCc2ccc3c(c2)OCO3)c2ccccc12	17	9.4	10.0	5	33
24	COc1ccc(CNC(=O)COC(=O)CCC2CCCCC2)cc1	-5	0.2	0.8	-2	-4

#	CHO-K1 Ca antag	CHO-K1 Ca PAM	OXTR potentiator	M1 ag
17	-6	-6	-7	-5
18	0	23	4	-7
19	-15	5	/	-8
20	-2	-10	-7	2
21	-3	7	2	-1
22	8	-3	-6	-4
23	1	11	-17	6
24	4	2	4	-6

(further entries)
#	molecule	TAAR1 antag	M1 ag parental	V1R ag counter	TAAR1 ag	CHO parental Ca
25	CC(C)Cn1cnc2c(=O)oc3ccccc3c21	1	0.0	0.9	1	-12
26	O=S1(=O)[C@H]2C[C@@H]3C=C[C@@]2(CN1Cc1cccc(Cl)c1)O3	1	0.2	0.4	0	-4
27	O=C(NCc1ccc(F)cc1)C(c1ccco1)N(C(=O)c1csnn1)c1ccccc1 (configuration not stated)	13	2.9	0.6	4	-8
28	COCCCNC(=O)c1cc(C(=O)c2c(-c3c(Cl)cccc3Cl)noc2C)c[nH]1	-2	0.8	4.4	11	-21
29	COc1ccc(C2=CC(=O)CCC2)cc1	3	-0.1	0.3	9	-8
30	COc1cccc(/C=N/Nc2cc(-n3nc(C)cc3-c3ccccc3)ncn2)c1O	46	6.0	4.6	23	24
31	Cc1cc(C)c(C)c(C(=O)CSc2nnc(-c3ccc4[nH]c(C)c(C)c4c3)o2)c1C	69*	2.0	-0.3	6	-5
32	CC(Sc1nnc(-c2ccccc2F)n1C)C(=O)NC1CCCCC1 (configuration not stated)	-5	-0.3	-0.4	2	-15

#	CHO-K1 Ca antag	CHO-K1 Ca PAM	OXTR potentiator	M1 ag
25	-1	10	-10	-1
26	-10	9	-1	-6
27	-9	15	-10	-3
28	4	0	-16	-10
29	2	13	-3	-4
30	-11	28	-11	-2
31	-1	16	-5	-3
32	-18	26	7	-3

Reprinted at random: two entries already listed.
#	molecule	TAAR1 antag	M1 ag parental	V1R ag counter	TAAR1 ag	CHO parental Ca
26	O=S1(=O)[C@H]2C[C@@H]3C=C[C@@]2(CN1Cc1cccc(Cl)c1)O3	1	0.2	0.4	0	-4
32	CC(Sc1nnc(-c2ccccc2F)n1C)C(=O)NC1CCCCC1 (configuration not stated)	-5	-0.3	-0.4	2	-15

#	CHO-K1 Ca antag	CHO-K1 Ca PAM	OXTR potentiator	M1 ag
26	-10	9	-1	-6
32	-18	26	7	-3

Following part:
#	molecule	TAAR1 antag	M1 ag parental	V1R ag counter	TAAR1 ag	CHO parental Ca
33	CN(Cc1ccc(Br)cc1)C(=O)CCN1C(=O)c2cccc([N+](=O)[O-])c2C1=O	-7	0.4	-0.9	-1	-12
34	CCc1cccc(C)c1NC(=S)N(CCCN1CCN(C)CC1)Cc1cccs1	7	5.2	0.0	0	-18
35	CC1CN=C(c2ccccc2)O1 (configuration not stated)	13	0.4	/	17	/
36	[N-]=C=C1C(=O)NC(=O)C([n+]2ccc(-c3ccncc3)cc2)C1c1ccccc1C(F)(F)F (configuration not stated)	-7	7.0	0.0	4	-17
37	COc1ccc(NC(=O)COC(=O)C23CC4CC(CC(O)(C4)C2)C3)cc1Cl	10	0.8	1.7	19	-1
38	CCOc1ccc(OCCn2c(=S)[nH]c3c(N)ncnc32)cc1	2	-0.1	0.7	1	-8
39	Cc1ccc(S(=O)(=O)NNC(=O)NC23CC4CC(CC(C4)C2)C3)cc1	6	0.5	-0.5	3	-11
40	Cc1cc(C)c(C)c(S(=O)(=O)N2CCC(C(=O)N(C)Cc3nc4ccccc4c(=O)[nH]3)CC2)c1C	59*	6.2	/	34	/

#	CHO-K1 Ca antag	CHO-K1 Ca PAM	OXTR potentiator	M1 ag
33	-17	8	-6	-12
34	-23	11	-4	-7
35	-7	13	/	-2
36	2	20	-1	3
37	-10	11	-9	0
38	-17	24	0	-6
39	2	11	-1	-4
40	-16	-4	/	-1

Additional entries follow.
#	molecule	TAAR1 antag	M1 ag parental	V1R ag counter	TAAR1 ag	CHO parental Ca
41	O=C(Oc1ccc(C(=S)N2CCCCC2)cc1)c1ccccc1F	12	0.2	2.5	-2	0
42	Cc1ccc(-c2nc(Cl)nc3ccccc23)cc1	-6	-0.6	-1.7	7	-4
43	CCOc1cc(C2C(C#N)=C(N)OC3CCCC(=O)C32)ccc1OCCN1CCOCC1 (configuration not stated)	7	5.6	0.1	1	1
44	Cc1cc(NCc2ccc3c(c2)OCO3)n2nc(C)nc2n1	-1	0.2	0.8	0	-8
45	O=C(COc1cccnc1[N+](=O)[O-])Nc1ccc2c(c1)CCC2	-9	1.0	0.0	0	3
46	Cc1cccc2c1cnn2C(=O)Nc1ccccc1Br	13	2.6	0.1	-1	-6
47	COc1ccc(OC)c(C2=NOC(C(=O)Nc3cccnc3)C2)c1 (configuration not stated)	-14	2.2	0.4	7	-7
48	O=C(CNC(=O)c1ccc(Cl)cc1)Nc1ccc(S(=O)(=O)Nc2ncccn2)cc1	2	0.3	0.8	3	-3

#	CHO-K1 Ca antag	CHO-K1 Ca PAM	OXTR potentiator	M1 ag
41	-6	12	-6	-4
42	7	-11	-8	-10
43	7	6	-7	-4
44	3	11	-3	-2
45	1	-22	-3	-4
46	-10	-12	-8	-3
47	-7	12	-5	-3
48	-6	3	1	-4

The results go on.
#	molecule	TAAR1 antag	M1 ag parental	V1R ag counter	TAAR1 ag	CHO parental Ca
49	CCOC(=O)C1CCN(C(=O)c2ccc(C)o2)CC1	-3	0.2	2.0	2	-5
50	CC(C(=O)Nc1ccc(F)cc1Cl)N(C)CCOc1ccccc1 (configuration not stated)	-14	-0.6	-1.8	6	-25
51	Cc1oc2c(C)c3oc(=O)c4c(c3cc2c1C)CCCC4	3	-0.1	0.1	-1	-11
52	COC(=O)c1ccsc1NC(=O)CCS(=O)(=O)c1ccccc1	-17	1.5	-0.5	0	-3
53	Nc1ccc(N=Nc2ccccc2)c2cccnc12	3	-1.5	-1.6	-4	-17

#	CHO-K1 Ca antag	CHO-K1 Ca PAM	OXTR potentiator	M1 ag
49	-1	-9	11	-1
50	-15	3	-1	-9
51	-22	4	-10	-6
52	-1	-16	2	-1
53	-13	8	-14	-4

Structural class: the entries above containing bromine
#	molecule	TAAR1 antag	M1 ag parental	V1R ag counter	TAAR1 ag	CHO parental Ca
33	CN(Cc1ccc(Br)cc1)C(=O)CCN1C(=O)c2cccc([N+](=O)[O-])c2C1=O	-7	0.4	-0.9	-1	-12
46	Cc1cccc2c1cnn2C(=O)Nc1ccccc1Br	13	2.6	0.1	-1	-6

#	CHO-K1 Ca antag	CHO-K1 Ca PAM	OXTR potentiator	M1 ag
33	-17	8	-6	-12
46	-10	-12	-8	-3
